PERK inh: human PERK inhibition, primary cell-based screen. AID 1416. 220,000 tested, 0.17% active. Q9NZJ5. inhibition, % at 5.6 µM. CHO PERK-DD fusion, SEAP luminescence translation reporter;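 active = inhibition above the mean inhibition of all tested compounds plus 3 SD, set separately per screening campaign, cut at about 2.9% in these data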;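 also: PERK kinase domain activated by AP20187 dimerizer at 100 nM; 0% = DMSO with dimerizer and 100% = rapamycin at 8.4 µM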
Cl transport mod: modulates chloride dependent transport by human KCC2. AID 1456. B-score of Tl+ flux slope (higher = more flux/activation; lower = inhibition) at 10 µM. Q9H2X9. KCC2 cells, thallium flux FluoZin-2 fluorescence. 190,000 tested, 2.2% active;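 active = thallium flux slope and its plate-corrected score both differing from the plate sample mean at a set confidence after two filtering rounds, in either direction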;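 also: slope of fluorescence scaled to starting intensity during 10 to 20 s after thallium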
thrombin 1536: inhibitors of human thrombin. alpha-thrombin, Boc-VPR-AMC fluorogenic substrate cleavage. inhibition, % at 5 µM. 220,000 tested, 0.26% active;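 active = inhibition at or above 40%; inactive = inhibition below 40%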;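 also: 0% = enzyme with no compound and 100% = wells without enzyme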
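Material: human alpha-thrombin protein; Also added: Boc-VPR-AMC substrate, 15 µM final; Timing: enzyme reaction carried out at room temperature; Signal: fluorescence, ex 355 nm, em 460 nm; Measure: % inhibition of thrombin; Controls: enzyme without compound as high, wells lacking enzyme as low.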
FXIa inh: factor XIa (human) inhibition; purified FXIa, Boc-Glu-Ala-Arg-AMC fluorogenic substrate; inhibition, % at 5 µM; 220,000 tested, 0.14% active;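 active = inhibition of at least 40%; inactive = inhibition below 40%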;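 also: fluorescence of freed AMC excited at 355 nm; 0% = enzyme without compound and 100% = no enzyme blank; many of its hits are not listed in these tables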
Target sequence (P03951 19-387 limits assumed): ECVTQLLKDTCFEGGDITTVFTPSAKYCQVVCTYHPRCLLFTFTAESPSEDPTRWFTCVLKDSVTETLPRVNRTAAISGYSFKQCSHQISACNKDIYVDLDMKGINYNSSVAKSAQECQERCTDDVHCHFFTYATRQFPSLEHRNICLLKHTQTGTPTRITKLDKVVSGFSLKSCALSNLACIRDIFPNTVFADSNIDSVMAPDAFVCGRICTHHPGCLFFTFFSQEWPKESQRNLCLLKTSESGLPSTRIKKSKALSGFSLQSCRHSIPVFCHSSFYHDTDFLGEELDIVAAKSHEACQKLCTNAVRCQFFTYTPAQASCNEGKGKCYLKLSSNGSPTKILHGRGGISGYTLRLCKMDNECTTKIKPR
Target sequence (P03951 388-625 limits assumed): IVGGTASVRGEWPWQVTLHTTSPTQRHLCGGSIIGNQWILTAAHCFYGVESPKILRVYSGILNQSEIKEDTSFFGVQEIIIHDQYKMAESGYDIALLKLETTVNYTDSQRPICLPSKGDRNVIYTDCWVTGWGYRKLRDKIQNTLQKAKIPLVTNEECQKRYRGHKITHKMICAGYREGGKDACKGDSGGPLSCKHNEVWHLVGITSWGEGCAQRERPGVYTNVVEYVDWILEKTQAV
Furin inhibitor: inhibitors of human furin; inhibition, % at 30 µM; purified furin, fluorogenic substrate cleavage; 220,000 tested, 0.061% active; in the data active = inhibition above about 25%; also: inactives centre near -15
FXIIa inh: factor XIIa (human) inhibition; P00748; purified FXIIa, Boc-QGR-AMC fluorogenic substrate, 2 h; inhibition, % at 5 µM; 220,000 tested, 0.3% active; AID 800; in the data active = inhibition above about 40%;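 also: 0% = enzyme with no compound and 100% = blank without enzyme; many of its hits are not listed in these tables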
p97 ATPase inh: human p97 ATPase inhibition | AID 1481 | inhibition, % at 8 µM | 220,000 tested, 0.42% active | recombinant p97 ATPase, Kinase-Glo ATP luminescence, 3 h; in the data active = inhibition above about 15%;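 also: 0% = DMSO vehicle and 100% = wells lacking enzyme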
KLK5 inh: inhibitors of human kallikrein 5 | Q9Y337 | recombinant hK5, fluorogenic AMC substrate cleavage | inhibition, % at 5 µM | 210,000 tested, 0.59% active | AID 873;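 active = inhibition of 40% or more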;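 also: 0% = enzyme controls without compound and 100% = no-enzyme blanks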
Target sequence (Q9Y337 67-293 limits assumed): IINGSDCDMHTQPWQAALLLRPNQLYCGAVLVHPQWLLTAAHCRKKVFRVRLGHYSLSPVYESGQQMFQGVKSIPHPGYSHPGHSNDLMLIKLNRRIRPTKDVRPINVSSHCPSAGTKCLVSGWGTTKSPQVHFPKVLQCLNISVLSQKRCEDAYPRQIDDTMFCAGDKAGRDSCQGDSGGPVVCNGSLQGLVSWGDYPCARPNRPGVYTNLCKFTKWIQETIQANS
Wee1 degr inh: inhibitors of human Wee1 degradation. P30291. HeLa Luc-Wee1K328M stability, luciferase luminescence; 100% = proteasome inhibitor MG132 effect. reporter increase, % at 5 µM. 220,000 tested, 1.2% active. AID 1321;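 active = activation above the mean of all tested compounds plus 3 SD, set per screening run, cut at about 8.8% in these data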;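 also: cells exposed to compound for 20 h before luminescence read; 0% = DMSO alone and 100% = MG132 at 30 µM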
* hit, by the source's call; x = not tested or not shown; [ ] = dose if it differs, or a comment.

SMILES,PERK inh,Cl transport mod,thrombin 1536,FXIa inh,Furin inhibitor,FXIIa inh,p97 ATPase inh,KLK5 inh,Wee1 degr inh
COc1cccc(Nc2nnc(SCN3C(=O)c4ccccc4C3=O)s2)c1,1.1,1.31,-3.7,8.1,-0.2,13.4,7.7,0.2,0.9
CC12CN(Cc3ccccc3)CC(C)(CN(Cc3ccccc3)C1)C2=O,-0.7,0.863,-1.0,-6.7,-10.4,4.6,-4.1,-9.3,-1.6
OC1(c2ccc(Br)cc2)CN(c2ccccc2)C2=[N+]1CCS2 (stereo not drawn),0.7,-0.342,5.8,-1.1,-25.3,-0.8,2.4,-13.6,-0.5
CN(C)/C=C/C(=O)c1ccc(Cl)cc1,0.3,1.21,-3.0,-7.9,-16.9[20 µM],0.6,0.9,2.9,10.8*
O=C(COc1ccc(S(=O)(=O)N2CCCC2)cc1Cl)N1CCN(c2ccccc2)CC1,0.0,-0.0996,-3.7,-5.6,-6.6[20 µM],1.7,-2.3,12.7,-0.7
Cc1cc(=O)oc2cc(OCC(=O)Nc3nnc(C(C)C)s3)ccc12,0.4,-2.86,3.1,5.8,-15.6[20 µM],16.1,-4.4,-46.6,3.0
Cn1c(C(=O)NCCN2CCc3ccccc3C2)cc2c(=O)[nH]c3ccccc3c21,-1.3,-0.708,0.6,3.3,-17.1,11.3,-0.6,5.2,-1.5
Clc1ccc(-c2nnc(-c3ccccc3)nc2-c2c[nH]c3ccccc23)cc1,0.0,0.00599,x,1.4,-8.0,5.6,1.0,-3.0,-2.4
COC(=O)c1c(-c2ccc(F)cc2)noc1N,0.6,1.26,-2.2,1.1,-9.3[20 µM],13.5,4.3,2.9,-2.2
CCSc1nc(-c2ccccc2)c(C#N)c(=O)[nH]1,1.3,x,-8.5,2.1,-17.1[20 µM],2.3,6.0,-5.1,-0.8

Remaining list, next part.
SMILES,PERK inh,Cl transport mod,thrombin 1536,FXIa inh,Furin inhibitor,FXIIa inh,p97 ATPase inh,KLK5 inh,Wee1 degr inh
O=C(COC(=O)/C=C/c1ccc(OC(F)F)cc1)NCc1cccs1,1.4,0.805,-14.8,6.9,-8.1,8.0,-1.3,-2.6,-1.3
O=C(NCc1ccccn1)c1cc(-c2ccccc2Cl)nc2ccccc12,-0.5,-0.529,-2.3,2.5,-12.1,5.7,2.7,-13.3,-1.3
N=C1C(c2ccccc2)=C(O)CN1c1cccc(S(=O)(=O)Nc2cccc(C(F)(F)F)c2)c1,0.8,-0.449,-1.4,4.8,-25.5,6.2,2.4,-17.8,-0.3
CCCCn1nnnc1SCC(=O)NCc1ccccc1,0.1,-0.592,0.2,-4.3,-18.2[20 µM],4.8,1.6,-2.5,1.4
CC(C)CN=CC1=C(O)c2ccccc2C1=O,-0.3,-0.0765,-1.5,-0.9,-1.9,7.3,2.0,1.5,-3.6
Cc1ccc(C)c2c1cc(C)c1nnc(SCC(=O)N3CCCc4ccccc43)n12,-0.7,0.017,-3.5,1.1,-14.1,4.7,-1.4,-7.4,-1.6
COc1ccc(Br)c(OC)c1C(=O)NC(=O)Nc1nc(C)cc(C)n1,0.8,-1.62,3.1,10.8,-26.5,10.6,-0.9,1.5,1.0
Cc1ccc(C(=O)N/C(=C/c2ccccc2)C(=O)NCC2CCCO2)cc1 (stereo not drawn),1.2,1.41,-1.3,0.3,-18.7,9.3,-1.6,x,1.5
O=C(CSCc1ccccc1Cl)N1CCN(c2ccccn2)CC1,-0.9,0.352,3.3,-10.1,-13.0[20 µM],17.7,-1.2,5.6,2.1
Cc1cc(C)nc(SCc2ccc(F)cc2)n1,0.2,-0.0763,1.8,0.7,-28.8,10.0,7.1,2.5,-0.2

(further entries)
SMILES,PERK inh,Cl transport mod,thrombin 1536,FXIa inh,Furin inhibitor,FXIIa inh,p97 ATPase inh,KLK5 inh,Wee1 degr inh
CCC(Sc1nc2sc(C(=O)OC)c(C)c2c(=O)n1N)C(=O)NCC1CCCO1 (stereo not drawn),1.1,0.055,18.2,14.1,-21.3[20 µM],29.2,-3.1,43.4*,-1.3
CCOC(=O)N1CCN(C(=O)c2oc3ccc(S(=O)(=O)N4CC(C)CC(C)C4)cc3c2C)CC1 (stereo not drawn),-0.3,-0.679,0.9,-8.4,-14.9[20 µM],-4.3,0.6,-5.9,0.4
CC(C)(O)C(=O)N=Nc1c(O)[nH]c2ccccc12,-0.3,0.477,-6.4,-8.8,-1.4,4.6,-2.6,-1.0,1.2
O=C(CSC1=NCCS1)Nc1cccc2ccccc12,-1.8,-1.95,-2.3,-8.9,-16.8[20 µM],1.2,-1.9,-16.8,-2.1
CC(C(=O)Nc1ccc(Cl)cc1)c1ncc(C(F)(F)F)cc1Cl (stereo not drawn),1.1,-0.841,-7.9,-4.2,-3.9[20 µM],0.8,4.6,-16.8,-3.6
CSc1ccc(/C=N/NC(=O)CNc2cccc3ccccc23)cc1,0.6,-0.248,-1.6,5.8,2.0,2.2,2.5,-9.1,-0.8
O=C(Cc1cccs1)Nc1ccc(-c2nnn(CC(=O)N3CCOCC3)n2)cc1,1.0,x,-1.3,2.3,-12.2,16.3,2.4,-1.8,-1.2
CCOc1ccc2c(c1)c(N=O)c(O)n2C,1.2,0.755,-4.4,-0.4,-20.5,-7.0,3.9,-11.3,-0.7
O=C(OCCN1C(=O)c2ccccc2C1=O)C1CCN(S(=O)(=O)c2cccs2)CC1,-0.1,x,-2.5,3.5,-19.7,7.0,4.9,4.9,-1.2
O=C1Nc2ccccc2C12Nc1ccccc1-c1nc3ccccc3n12 (stereo not drawn),1.2,0.324,-10.3,-3.1,-2.3[20 µM],-0.7,7.2,-1.8,-1.4

Going on with the list:
SMILES,PERK inh,Cl transport mod,thrombin 1536,FXIa inh,Furin inhibitor,FXIIa inh,p97 ATPase inh,KLK5 inh,Wee1 degr inh
c1nc(NCCN2CCOCC2)c2sc3nc(N4CCOCC4)c4c(c3c2n1)CCC4,-0.3,-1.68,10.9,22.3,5.9,34.7,3.0,-2.1,-0.9
COc1cc2c(cc1OC)C1=C(C#N)CN(C3CCCCC3)CN1CC2,-0.3,-0.256,0.6,6.8,7.1,15.0,-6.5,-18.7,-0.2
COc1cccc(C2CC(c3ccccc3Cl)n3nc(N)nc3N2)c1 (stereo not drawn),-0.5,x,1.2,7.7,-21.6,19.1,-0.1,16.6,1.1
COc1ccc(CCN(C)C(=S)NC(=O)c2ccc(F)cc2Cl)cc1OC,1.2,9.81*,-1.0,1.8,-25.6,7.0,5.7,4.0,0.8
Cc1ccc(Cn2ccc(NC(=O)c3cc(-c4cccc(Cl)c4)on3)n2)cc1,0.7,0.151,-17.6,13.9,-19.0,-10.1,2.4,3.2,-1.2
O=C(Cc1ccccc1)Nc1ccc(SC(F)F)cc1,0.5,-0.722,-0.3,13.4,-9.2,8.0,2.1,-5.5,-0.9
COc1ccc(C2c3[nH]c4ccccc4c3CCN2CCCn2cccn2)c(F)c1 (stereo not drawn),-1.4,-1.25,4.9,3.6,-20.1,7.7,5.0,3.5,-1.1
CCS(=O)(=O)N1Cc2ccccc2CC1C(=O)Nc1nc2ccc(C)cc2s1 (stereo not drawn),-0.3,0.27,-6.9,1.1,-9.9,3.6,3.5,-17.8,0.7
C=C(C)COc1ccc(-c2n[nH]c(C)c2Oc2ccccc2OC)c(O)c1,-0.5,x,-2.6,-2.6,4.8,11.8,-4.7,3.6,-2.0
Cc1ccc(S(=O)(=O)C2(C(=O)N(C)C3CCCCC3)CC2)cc1,-0.9,0.182,5.1,-8.5,-10.3,5.4,3.3,-12.0,-0.9

Following part.
SMILES,PERK inh,Cl transport mod,thrombin 1536,FXIa inh,Furin inhibitor,FXIIa inh,p97 ATPase inh,KLK5 inh,Wee1 degr inh
NNC(=O)CNC(c1ccccc1)c1cc(Br)ccc1N (stereo not drawn),0.2,0.0488,1.7,5.0,-19.9,13.2,-0.8,2.9,-0.5
CCN(CC)CCNC(=O)c1ccc(Cl)c(S(=O)(=O)Nc2ccc(Cl)cc2)c1,-0.7,-1.29,-2.8,1.5,-22.4[20 µM],-5.5,-5.7,-14.7,-1.1
CC(=O)n1nc(-c2cccc(C)c2)nc1SCC(=O)Nc1ccccc1,0.0,x,76.6*,-0.6,-19.8[20 µM],13.2,0.1,-5.9,-1.1
CCOC(=O)C1Cn2c(nc3c(c2=O)C(C)(CC)Cc2ccccc2-3)S1 (stereo not drawn),-1.0,-0.0773,-2.3,-0.2,-12.3,15.3,-8.4,-13.0,-3.9
Cc1ccc2nc(C)c3c(c2c1)OC(C(C)(Cl)Br)C3 (stereo not drawn),0.3,-0.821,1.0,1.1,-24.4,9.2,-5.0,4.0,1.7
COc1ccc(-c2nnc(SC(C)C(=O)NCc3ccc4c(c3)OCO4)n2Cc2ccco2)cc1 (stereo not drawn),-0.2,-0.0339,-1.6,-4.8,-16.8[20 µM],1.9,-1.4,-5.5,0.2
O=C(NC1CC1)C1CCN(C2CCN(C(=O)c3ccc4cccc(F)c4n3)CC2)CC1,0.9,0.803,2.4,2.3,-22.9,17.0,2.2,2.2,0.5
CCC(C(=O)O/N=C(\N)c1cccc(C)c1)c1ccccc1 (stereo not drawn),-0.1,0.0415,-3.7,-1.6,-25.8[20 µM],3.8,0.8,-10.8,1.1
OCCN1CCN(C(=S)NC2CCCC2)CC1,0.5,0.0918,-4.6,-4.2,-18.8,-0.7,-0.9,-8.5,2.7
Clc1ccc(Oc2nc3ccccc3n3cccc23)cc1,0.4,x,-12.6,-3.9,7.8[20 µM],-6.8,1.0,0.0,-0.4

The list continues.
SMILES,PERK inh,Cl transport mod,thrombin 1536,FXIa inh,Furin inhibitor,FXIIa inh,p97 ATPase inh,KLK5 inh,Wee1 degr inh
COC(=O)c1[nH]c2cc(OC)c(OC)cc2c1NC(=O)Oc1ccccc1,1.0,x,-3.2,-3.7,2.8[20 µM],-3.4,0.6,-18.4,-1.8
CCOC(=O)c1cc(-c2ccccc2)nn1CCC#N,1.2,0.722,0.8,-3.9,-35.4,4.9,1.3,-1.3,-1.9
O=C(COc1ccccc1[N+](=O)[O-])Nc1ccc(CN2CCOCC2)cc1,0.2,1.41,-0.6,-4.1,-20.5,7.5,2.9,-6.0,-0.1
CCCCOc1ccc(Nc2cc(Cl)ccc2C(=O)O)cn1,1.4,13.1*,4.6,6.2,-18.0,12.8,-1.8,6.6,3.7
COc1cc(/C=N/NC(=O)C(N)=O)cc(OC)c1O,2.8,0.0147,0.7,0.2,-10.4,-3.4,2.0,-18.4,3.3
COc1ccc(NC(=O)Nc2cccc(F)c2)c(OC)c1,0.8,0.11,-1.8,-6.5,-11.1,5.8,2.8,-10.9,5.3
CC(C)OC(=O)CC1C(=O)NCCN1C(=S)NC(=O)c1ccc(F)cc1 (stereo not drawn),0.6,0.597,-1.8,3.5,-21.6,10.3,4.4,x,-2.1
c1ccc2sc(NC3=NCN(CC4CCCO4)CN3)nc2c1 (stereo not drawn),0.0,-0.794,-20.8,-9.4,-15.0,2.5,5.5,-6.2,-1.4
Cc1ccc2c(c1)cc(CN(Cc1ccco1)S(=O)(=O)c1ccccc1)c1nnnn12,0.9,-0.363,-7.6,1.1,-20.4,0.1,1.1,-25.3,-1.5
Cc1ccc2cc(CCNC(=O)C(=O)c3c[nH]c4ccccc34)c(=O)[nH]c2c1,0.7,0.0125,2.2,1.6,-20.2,6.8,1.2,-2.6,-1.1

In the list so far, three contain a cyano group:
SMILES,PERK inh,Cl transport mod,thrombin 1536,FXIa inh,Furin inhibitor,FXIIa inh,p97 ATPase inh,KLK5 inh,Wee1 degr inh
CCSc1nc(-c2ccccc2)c(C#N)c(=O)[nH]1,1.3,x,-8.5,2.1,-17.1[20 µM],2.3,6.0,-5.1,-0.8
COc1cc2c(cc1OC)C1=C(C#N)CN(C3CCCCC3)CN1CC2,-0.3,-0.256,0.6,6.8,7.1,15.0,-6.5,-18.7,-0.2
CCOC(=O)c1cc(-c2ccccc2)nn1CCC#N,1.2,0.722,0.8,-3.9,-35.4,4.9,1.3,-1.3,-1.9

Assay outcomes as filed in PubChem BioAssay.
